MrgX1 allo act: allosterically activates human MrgX1 receptor signaling. 310,000 tested, 0.63% active. Q96LB2. AID 588675. B-score at 10 µM. MrgX1-HEK293, Fluo-4 calcium flux, FDSS; stronger effect = higher value;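 active = plate-corrected calcium response at least 3 library SD above typical, normal starting fluorescence, not activating the receptor alone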;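 note: compound read alongside a low EC10 to EC30 dose of BAM8-22 agonist; peak minus trough fluorescence over baseline measured at the second addition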
ANO1 activ: mouse TMEM16A channel activation, primary screen; AID 623877; 340,000 tested, 0.3% active; Q8BHY3; B-score at 10 µM; HEK293 TMEM16A/YFP-H148Q/I152L, iodide quench fluorescence; stronger effect = lower value;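 active = fluorescence-ratio B-score plate-corrected deviation score at least 3 library SD below zero, with starting fluorescence score within 5 deviations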;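 note: channel opened by trigger with iodide after compound preincubation; score built on the fluorescence ratio of max minus min over baseline; more negative score means more quench and so TMEM16A activation or potentiation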
Target sequence (Q8BHY3 whole entry, looked up): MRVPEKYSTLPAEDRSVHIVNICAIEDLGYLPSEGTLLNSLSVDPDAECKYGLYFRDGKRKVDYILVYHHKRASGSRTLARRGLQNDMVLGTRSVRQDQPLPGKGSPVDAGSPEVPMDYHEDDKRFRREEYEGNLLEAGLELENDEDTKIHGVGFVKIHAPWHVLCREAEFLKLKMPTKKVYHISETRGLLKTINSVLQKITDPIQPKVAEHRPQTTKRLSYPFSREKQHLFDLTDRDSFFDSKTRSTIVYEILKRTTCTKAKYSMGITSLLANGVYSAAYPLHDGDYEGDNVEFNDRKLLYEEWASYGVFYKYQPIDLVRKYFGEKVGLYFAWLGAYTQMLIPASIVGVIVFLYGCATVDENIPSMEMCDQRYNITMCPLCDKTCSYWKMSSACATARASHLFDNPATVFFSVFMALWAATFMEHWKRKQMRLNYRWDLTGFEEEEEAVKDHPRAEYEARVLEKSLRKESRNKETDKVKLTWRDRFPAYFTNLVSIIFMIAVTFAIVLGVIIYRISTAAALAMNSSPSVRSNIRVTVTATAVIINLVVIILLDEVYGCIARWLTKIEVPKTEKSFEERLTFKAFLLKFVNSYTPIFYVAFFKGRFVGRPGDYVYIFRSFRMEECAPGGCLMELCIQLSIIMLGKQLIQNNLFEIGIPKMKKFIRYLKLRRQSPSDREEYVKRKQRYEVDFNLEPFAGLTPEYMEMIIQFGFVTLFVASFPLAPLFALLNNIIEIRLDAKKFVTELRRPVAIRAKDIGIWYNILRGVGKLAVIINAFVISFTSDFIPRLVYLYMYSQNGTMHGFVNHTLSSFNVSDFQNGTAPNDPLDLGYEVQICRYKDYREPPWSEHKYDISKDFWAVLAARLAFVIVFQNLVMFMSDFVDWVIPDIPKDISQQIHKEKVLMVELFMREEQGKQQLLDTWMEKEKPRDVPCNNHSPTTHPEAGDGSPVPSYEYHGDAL
KCNK3 inh: human KCNK3 channel inhibition, primary screen. CHO-KCNK3 thallium flux, FluxOR fluorescence; stronger effect = lower value. B-score at 10 µM. 340,000 tested, 0.84% active;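 active = B-score under library mean minus 4 SD, starting fluorescence ratio at most library mean plus 5 SD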;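 note: more negative B-score means stronger inhibition of thallium flux through KCNK3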
KCNQ1 inh: blocks the human KCNQ1 potassium channel. P51787. CHO-K1 KCNQ1, FluxOR thallium flux fluorescence; stronger effect = higher value. B-score at 10 µM. 310,000 tested, 1.3% active;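 active = compounds whose thallium flux B-score, printed positive for inhibition, exceeds three library SD while starting fluorescence stays within three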;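 note: channel opened by potassium depolarization with thallium stimulus after 20 min compound exposure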
KCNQ1 act: potentiators or activators of human KCNQ1 potassium channel | P51787 | CHO-K1 KCNQ1, thallium flux FluxOR fluorescence; stronger effect = higher value | B-score at 10 µM | 310,000 tested, 0.35% active | AID 2648;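 active = fluorescence ratio B-score, a plate-corrected score, at least three library SD, with initial intensity B-score within 5 SD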
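Assay system: CHO-K1 cells stably expressing KCNQ1. Medium: assay buffer for compound exposure, DMSO matched across wells. Timing: 37 °C overnight plating, 90-min dark dye load, 20-min compound pretreatment. Signal: kinetic FluxOR fluorescence, 10 s baseline plus 110 s post-stimulus.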
ANO1 block: blocks the mouse calcium-activated chloride channel TMEM16A; HEK293 TMEM16A/YFP iodide influx fluorescence, ionomycin; normalized B-score (activity score, 25-100; higher = stronger inhibition) at 10 µM; 310,000 tested, 1.2% active; Q8BHY3;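 active = ratio plate-corrected score three or more library SD toward inhibition, starting fluorescence score within five deviations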;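 note: score derived from kinetic fluorescence span divided by baseline fluorescence per well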
RGS4 block: inhibitors of human RGS4; HEK293 M3R/RGS4 inducible, Fluo-4 calcium flux; stronger effect = higher value; triggered by carbachol at its EC20; B-score at 10 µM; P49798; 310,000 tested, 0.45% active;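 active = B-score, a plate-corrected calcium signal, over three deviations above library mean, with baseline fluorescence within five deviations of library mean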;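 note: RGS4 expression induced by doxycycline in cells with stable M3 receptor; B-score is computed from the integrated fluorescence ratio over baseline after carbachol; higher B-score means a larger calcium signal and so more RGS4 inhibition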
KCNK9 block: inhibitors of human KCNK9 two-pore domain potassium channel. Q9NPC2. HEK293 KCNK9, FluxOR thallium flux fluorescence; stronger effect = lower value. B-score at 10 µM. 310,000 tested, 1.2% active;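 active = ratio B-score over 3 SD below the library mean, with starting fluorescence within 5 SD of its mean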;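 note: negative B-score means less thallium flux so channel inhibition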
RGS4 act: RGS4 potentiation or activation. HEK293 M3R/inducible RGS4, carbachol calcium flux Fluo4; stronger effect = lower value. B-score at 10 µM. 310,000 tested, 0.92% active. AID 463111;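 active = B-score of the integrated calcium signal more than 4 SD below the library mean, with starting fluorescence not abnormally high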;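 note: negative B-score means reduced calcium response which marks RGS4 activation or potentiation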
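Assay system: HEK293 FlpIn-TREx cells, stable M3R, doxycycline-inducible RGS4 / Probe or stimulus: carbachol, ECmax concentration / Times: overnight RGS4 induction, 30 min dye load 37 °C, 20 min compound RT / Signal: kinetic calcium fluorescence imaging with Fluo4-AM dye, 2 µM / Measure: Agonist-evoked peak-minus-minimum fluorescence over baseline, integrated ratio, B score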
MrgX1 agonist: activates human MrgX1 receptor signaling; 310,000 tested, 0.44% active; AID 588627; B-score at 10 µM; MrgX1-HEK293 cells, Fluo-4 calcium fluorescence, agonist mode; stronger effect = higher value; Q96LB2;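 active = calcium response B-score plate-corrected fluorescence ratio at least 3 library SD, with starting fluorescence B-score inside 5 SD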
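System – MrgX1-expressing HEK293 cells · Incubation – cells plated overnight, dye loaded 0.5 h 37 °C, 0.5 h room temperature · Technique – kinetic Fluo-4 NW fluorescence of intracellular calcium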
hERG rescue: hERG (human) protection from proarrhythmic block. AID 1511. 310,000 tested, 0.51% active. activation (rescue from dofetilide block), less the hit threshold, % at 10 µM. CHO-hERG, FluxOR thallium flux, dofetilide IC70 present;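 active = activation above the mean of controls blocked by dofetilide plus 5 SD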;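 note: thallium influx through hERG after potassium depolarization seen as dye fluorescence rise; in these data hits start at about 4.7%; inactives centre near -7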
* hit, by the source's call; i = inactive; nt = no result given.

SMILES	MrgX1 allo act	ANO1 activ	KCNK3 inh	KCNQ1 inh	KCNQ1 act	ANO1 block	RGS4 block	KCNK9 block	RGS4 act	MrgX1 agonist	hERG rescue
O=C(COC(=O)CCOc1ccccc1)Nc1ncc(Cl)cc1Cl	i	i	i	i	i	i	i	i	i	i	-5.2
CCCCOc1ccc(CCC(=O)N/N=C/c2ccco2)cc1	i	i	i	i	i	i	i	i	i	i	-9.1
COc1ccc(CNC(=O)C2CCCN(c3nc4ccccc4o3)C2)c(OC)c1 (stereo not drawn)	i	i	i	i	i	i	i	i	i	i	-11.0
Nc1nnn(CC(=O)N/N=C/c2ccc(Cl)cc2Cl)n1	i	i	i	i	i	i	i	i	i	i	-10.6
Cc1cc(C)cc(OCC(=O)OCC(=O)Nc2c(C)n(C)n(-c3ccccc3)c2=O)c1	i	i	i	i	i	i	i	i	i	i	-15.9
N#C/C(=C\c1ccc(OCC(N)=O)cc1)c1ccccc1	i	i	i	i	i	i	i	i	i	i	-3.2
COc1cccc(C(=O)N2CCN(Cc3cccc(F)c3)CC2)c1	i	i	i	i	i	i	i	i	i	i	-10.7
S=c1[nH]nc(-c2ccccn2)n1/N=C/c1c(Cl)cccc1Cl	i	i	i	i	i	i	i	i	i	i	-1.5
O=C(N/N=C/c1ccc(-c2ccc([N+](=O)[O-])cc2)o1)C(O)c1ccccc1 (stereo not drawn)	i	i	i	i	i	i	i	i	i	i	-10.9
COc1ccc(CCNC(=O)CCC(=O)N2CCOc3ccccc32)cc1OC	i	i	i	i	i	i	i	i	i	i	-7.8
O=C(COC(=O)c1ccc(Br)cc1)NCCc1ccccc1	i	i	i	i	i	i	i	i	i	i	-4.6
O=C(N/N=C/c1cnc(N2CCOCC2)s1)c1ccccc1	i	i	i	i	i	i	i	i	i	i	-8.0
O=C(Nc1ccc(N2CCOCC2)cc1)c1ccc(Cl)nc1	i	i	i	i	i	i	i	i	i	i	-2.6
Cc1cc(NC(=O)C(C)SCC(=O)OC(C)C(=O)Nc2ccccc2C)no1 (stereo not drawn)	i	i	i	i	i	i	i	i	i	i	-4.5
CCCCCC(=O)NC(=S)Nc1ccc(Cl)cn1	i	i	i	i	i	i	i	i	i	i	-16.9
Cc1nnc(NC(=O)CSc2nnc(C(C)NC(=O)c3ccccc3F)n2C)s1 (stereo not drawn)	i	i	i	i	i	i	i	i	i	i	-6.8
Cc1cc(C(=O)NCC(=O)OCC(=O)N(C(C)C)C(C)C)ccc1[N+](=O)[O-]	i	i	i	i	i	i	i	i	i	i	-4.7
Cn1nc(-c2ccccc2)c(C(=O)NCC(=O)O)c1Cl	i	i	i	i	i	i	i	i	i	i	-2.0
CCN(CC)CCn1c(SCC(=O)Nc2ccc(F)cc2)nc2c(sc3ccccc32)c1=O	i	nt	nt	i	i	i	i	i	i	i	-7.8
CCOC(=O)CC(=O)Nc1nnc(CC(C)C)s1	i	i	i	i	i	i	i	i	i	i	-2.5
CCc1ccc(S(=O)(=O)NC2CCCCNC2=O)cc1 (stereo not drawn)	i	i	i	i	i	i	i	i	i	i	-5.4
COC(=O)CS(=O)(=O)c1ccsc1C(=O)Nc1ccc(F)cc1	i	i	i	i	i	i	i	i	i	i	-4.7
O=C(C1CCC1)N1CCN(S(=O)(=O)c2ccc(F)cc2)CC1	i	i	i	i	i	i	i	i	i	i	-7.2
O=C(CN1C(=O)COc2ccccc21)N(Cc1ccccc1)Cc1ccccn1	i	i	i	i	i	i	i	i	i	i	-19.5
COCCn1c(=NC(=O)/C=C/c2ccccc2)sc2cc(NC(C)=O)ccc21	i	i	i	i	i	i	i	i	i	i	-0.3
NNC(=O)CN1C(CN2CCOCC2)=Nc2ccc(Br)cc2C1c1ccccc1 (stereo not drawn)	i	i	i	i	i	i	i	i	i	i	-5.2
COC(=O)Nc1ccc(S(=O)(=O)Nc2ncccn2)cc1	i	i	i	i	i	i	i	i	i	i	-2.3
CC(C)OC(=O)CC12CN3CN(C1)CC(CC(=O)OC(C)C)(C3)C2=O	i	i	i	i	i	i	i	i	i	i	-2.6
Cc1ccc(S(=O)(=O)N2CCN(C(=O)C3CC3C)CC2)c(C)c1 (stereo not drawn)	i	i	i	i	i	i	i	i	i	i	-13.6
O=C(c1ccc(F)cc1)N1CCCCC(S(=O)(=O)c2ccccc2)C1=O (stereo not drawn)	i	i	i	i	i	i	i	i	i	i	-6.5
COC(=O)/C=C1\S/C(=N/NC(=O)c2ccc(OC)cc2)NC1=O	i	i	i	i	i	i	i	i	i	i	-13.6
C=CCn1c(SCC(=O)NCCc2ccccc2)nnc1C(C)NC(=O)c1cccs1 (stereo not drawn)	i	i	i	i	i	i	i	i	i	i	-9.1
Cc1cccc(C(C(=O)NC2CCCCC2)N(Cc2cccnc2)C(=O)c2csnn2)c1 (stereo not drawn)	i	i	i	i	i	i	i	i	i	i	-8.1
FC(F)(F)c1cc(-c2ccccc2)nc(NC2CCCC2)n1	i	i	i	i	i	i	i	i	i	i	-18.2
O=C(Nc1ccccc1F)c1cccc(C(=O)Nc2ccccc2F)c1	i	i	i	i	i	i	i	i	i	i	-11.4
COc1ccc(N2CC(O)=C(c3n(C)c4ccccc4[n+]3C)C2=N)cc1	i	i	i	i	i	25*	i	i	i	i	1.8
C/C(=N\NC(=O)c1ccn(C)n1)c1ccc(NC(=O)C2CCC2)cc1	i	i	i	i	i	i	i	i	i	i	-7.6
Brc1ccc(-c2nnc3sc(CN4CCC5(CC4)OCCO5)cn23)cc1	i	i	i	i	i	i	i	i	i	i	-5.2
CCCNC(=O)N1C2=NC(C(=O)OC)=C(C(=O)OC)[C@@H]3N(Cc4ccccc4)c4ccccc4[C@]23C[C@H]1CO	i	i	i	i	i	i	i	i	i	i	-7.8
COc1ccc(C(C#N)c2cnccn2)cc1OC (stereo not drawn)	i	i	i	i	i	i	i	i	i	i	-12.1
O=C(c1sc2ccccc2c1Cl)N(Cc1cccs1)C1CCS(=O)(=O)C1 (stereo not drawn)	i	i	i	i	i	i	i	i	i	i	-8.7
Cc1ccc(C2OC3=C(C(=O)CC(C)(C)C3)C(N)=C2C#N)o1 (stereo not drawn)	i	i	i	i	i	i	i	i	i	i	-9.1
Cc1ccc(S(=O)(=O)NCc2cn3ccccc3n2)c(C)c1	i	i	i	i	i	i	i	i	i	i	-1.4
CCCN1CCC(=O)N([C@H](CSc2ccccc2)CC(C)C)CC1	i	i	i	i	i	i	i	i	i	i	-8.3
COc1ccccc1N1CCN(C2CCN(S(=O)(=O)c3ccc4ccccc4c3)CC2)CC1	i	i	i	i	i	i	i	i	i	i	-13.5
COC(=O)c1[nH]c2cc(OC)ccc2c1NC(=O)CCN1CCN(c2cccc(C)c2C)CC1	i	i	i	i	i	i	i	i	i	i	-2.0
COc1ccc(-c2cc(C(F)(F)F)nc(SCC(=O)NCCN3CCOCC3)n2)cc1OC	i	i	i	i	i	i	i	i	i	i	-10.2
O=[N+]([O-])c1ccc(-c2nc(NCc3ccccc3)c3ccccc3n2)cc1	i	i	i	i	i	i	i	i	i	i	-2.6
COc1nn(CC(=O)N2N=C(C(F)F)CC2(O)C(F)F)cc1[N+](=O)[O-] (stereo not drawn)	i	i	i	i	i	i	i	i	i	i	-10.5
C=CCn1c(NC(=O)c2ccco2)nc2ccccc21	i	i	i	i	i	i	i	i	i	i	-10.5
COc1cccc(-c2cc(-c3cccnc3)nc(N)c2C#N)c1	i	i	i	i	i	i	i	i	i	i	-4.2
Cc1c(C)c(C)c(CO/N=C/c2cccs2)c(C)c1C	8.16*	i	i	i	i	i	i	i	i	i	-7.7
CC(C)(C)c1ccc(CCC(CC(=O)O)CC(=O)O)cc1	i	i	i	i	i	i	i	i	i	i	-12.3
CCn1c(SCC(=O)N2CCOCC2)nc2oc3c(Cl)cc(Cl)cc3c(=O)c2c1=O	i	nt	nt	i	i	i	i	i	i	i	-6.0
COc1ccc(-c2cn3c(C)c(C(=O)NC(C)C)sc3n2)cc1	i	i	i	i	i	i	i	i	i	i	-11.6
CCOC(=O)c1ccc(NC(=S)N2CCSC2c2ccc(Br)cc2)cc1 (stereo not drawn)	i	-6.5*	i	i	i	25*	i	i	-8.09*	i	-8.7
COc1ccc(NC(=S)NC(NC(=O)CCl)C(Cl)(Cl)Cl)c([N+](=O)[O-])c1 (stereo not drawn)	i	i	i	i	i	i	i	i	i	i	-11.2
Cc1ccc(CNCC2CCCO2)o1 (stereo not drawn)	i	i	i	i	i	i	i	i	i	i	-9.5
COc1ccc(Nc2nc(N3CCN(C)CC3)nc3ccccc23)c(OC)c1	i	i	i	i	i	i	i	i	i	i	-19.7
Cc1ccc(/C=C/C2=NN(C)C(=O)CC2)cc1	i	i	i	i	i	i	i	i	i	i	-2.1
Remaining list, next part.
SMILES	MrgX1 allo act	ANO1 activ	KCNK3 inh	KCNQ1 inh	KCNQ1 act	ANO1 block	RGS4 block	KCNK9 block	RGS4 act	MrgX1 agonist	hERG rescue
CN(Cc1ccccc1)C(=O)NC1CCCCC1	i	i	i	i	i	i	i	i	i	i	-5.3
CC(C)(C)OC(=O)NCCCCCc1nnc(SCc2ccccc2)o1	i	i	i	i	i	i	i	i	i	i	-6.8
OC1CN=C2CCCc3c2n(c2ccc(Cl)cc32)C1 (stereo not drawn)	i	i	i	i	i	i	i	i	i	i	-7.4
NCCOc1ccccc1-c1ccccc1	i	i	i	i	i	i	i	i	i	i	-2.1
COc1ccc(S(=O)(=O)NNC(=O)Nc2ccccc2OC)c(OC)c1	i	i	i	i	i	i	i	i	i	i	-5.1
O=[N+]([O-])c1ccc(Cl)cc1CN1CCCCCC1	i	i	i	i	i	i	i	i	i	i	-4.8
COc1ccc(CCn2c(-c3cccc([N+](=O)[O-])c3)nc3nc4ccccc4nc32)cc1OC	i	i	i	i	i	i	i	i	i	i	-4.2
C[C@H](O)CC1=C[C@H](O)[C@@H](C)OC1=O	i	i	i	i	i	i	i	i	i	i	-5.8

Source: PubChem
